# Screening data: PubChem BioAssay, several laboratories
# SR-BI uptake up: SR-BI HDL lipid transfer activation; activation, % at 12.5 µM; hit rate 0.096% among 320,000; AID 504775; CHO ldlA[mSR-BI] cells, DiI-HDL uptake fluorescence, 3 h; 100 = double the neutral-control signal;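 active means mean replicate activation of at least 60% and every replicate at or above 60%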;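 further: 0% = median plate neutral-control signal and 100% = twice that signal; values of inactives mirror those of a sister screen read the other way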
#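 Test system: SR-BI-overexpressing, LDLR-lacking CHO cells. Measured by: DiI fluorescence, bottom read. Medium: Ham's F12 with 0.5% BSA, HEPES 25 mM, pH 7.4. Timing: 3 h uptake period with compound, 37 °C.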
# Pemphigus Ab inh: human desmoglein-3 autoantibody binding inhibition. AID 588358. binding (percent of control), % at 10 µM. P32926. DSG3-coupled beads, scFv-anti-DSG3-GFP binding, flow cytometry; hits give low values. hit rate 0.48% among 310,000;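 active means binding more than 3 SD below its plate's average and above zero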;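 further: hits lower antibody fragment binding to DSG3; some compounds called inactive have numbers as strong as hits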
# NSD2 inh: inhibitors of human histone methyltransferase NSD2; NSD2 peptide methylation, AlphaScreen, 120 min; inhibition, % at 12.5 µM; hit rate 0.54% among 310,000; in the data active means inhibition above about 50%
# Target sequence (O96028 whole entry, looked up): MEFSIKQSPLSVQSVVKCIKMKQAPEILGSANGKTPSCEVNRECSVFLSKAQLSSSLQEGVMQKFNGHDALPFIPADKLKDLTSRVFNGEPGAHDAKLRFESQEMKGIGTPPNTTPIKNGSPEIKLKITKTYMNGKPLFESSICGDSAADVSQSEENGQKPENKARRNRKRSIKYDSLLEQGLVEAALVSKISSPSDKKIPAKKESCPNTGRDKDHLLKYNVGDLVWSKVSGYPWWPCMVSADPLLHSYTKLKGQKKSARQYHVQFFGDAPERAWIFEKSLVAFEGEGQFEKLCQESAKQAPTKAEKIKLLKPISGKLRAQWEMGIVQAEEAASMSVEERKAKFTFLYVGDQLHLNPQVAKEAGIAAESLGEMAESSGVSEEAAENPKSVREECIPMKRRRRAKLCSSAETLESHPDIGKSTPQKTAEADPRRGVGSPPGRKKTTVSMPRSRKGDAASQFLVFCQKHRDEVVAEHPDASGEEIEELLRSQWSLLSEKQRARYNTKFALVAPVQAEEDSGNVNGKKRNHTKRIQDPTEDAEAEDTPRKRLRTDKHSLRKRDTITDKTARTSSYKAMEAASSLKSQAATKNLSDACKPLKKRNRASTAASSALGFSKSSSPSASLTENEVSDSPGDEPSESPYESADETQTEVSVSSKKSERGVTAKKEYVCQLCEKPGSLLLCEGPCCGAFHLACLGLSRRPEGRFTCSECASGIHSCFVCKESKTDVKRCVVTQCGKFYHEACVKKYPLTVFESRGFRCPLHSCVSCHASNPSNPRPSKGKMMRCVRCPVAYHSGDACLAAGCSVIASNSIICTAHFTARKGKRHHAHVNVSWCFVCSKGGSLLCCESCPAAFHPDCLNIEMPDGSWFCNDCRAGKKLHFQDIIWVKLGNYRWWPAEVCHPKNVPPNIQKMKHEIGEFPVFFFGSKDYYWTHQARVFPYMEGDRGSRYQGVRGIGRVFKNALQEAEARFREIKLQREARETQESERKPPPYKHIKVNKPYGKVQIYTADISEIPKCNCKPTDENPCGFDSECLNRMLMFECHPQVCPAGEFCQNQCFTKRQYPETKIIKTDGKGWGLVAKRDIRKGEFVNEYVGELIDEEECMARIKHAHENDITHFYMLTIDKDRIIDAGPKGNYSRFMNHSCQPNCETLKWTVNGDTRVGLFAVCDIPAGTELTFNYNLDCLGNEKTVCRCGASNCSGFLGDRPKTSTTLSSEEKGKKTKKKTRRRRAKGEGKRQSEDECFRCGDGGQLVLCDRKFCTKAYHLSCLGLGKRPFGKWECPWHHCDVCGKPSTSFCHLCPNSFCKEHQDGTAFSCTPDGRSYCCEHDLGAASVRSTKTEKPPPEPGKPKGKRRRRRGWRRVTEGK
# MITF TRPM1 HTS: activators of MITF-driven TRPM1 promoter activity in SK-MEL-5 cells; activation, % at 12.5 µM; AID 588334; SK-MEL-5 TRPM1-promoter luciferase, 24 h; % of positive control, neutral wells = 0; hit rate 0.75% among 300,000;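 active means mean activation of at least 80% with every replicate also reaching 80%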;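 further: 0% = neutral control wells and 100% = parthenolide positive control wells; values of inactives mirror those of a sister screen read the other way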
# SR-BI DiI inh: blocks mouse SR-BI lipid uptake from DiI-HDL; ldlA[mSR-BI] CHO cells, DiI-HDL uptake fluorescence, 3 h; inhibition, % at 12.5 µM; hit rate 0.96% among 320,000; AID 488896;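 active means mean replicate inhibition of at least 70% and a set share of replicates each scoring 70 or more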;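 further: 0% = median of neutral control wells and 100% = median of positive control wells; values of inactives mirror those of a sister screen read the other way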
# SUMO Mot1 rescue: SUMOylation pathway inhibition by Mot1-301 growth rescue; AID 2716; growth rescue, % at 18.8 µM; S. cerevisiae Mot1-301 growth rescue, ATP luminescence, 38.5C; percent above DMSO median, 100 means doubled; hit rate 1% among 320,000;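 active means every valid replicate shows activation above 250% relative to neutral control wells; inactive means the rest, any valid replicate at or below 250%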;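 further: OY570 slx delta 5 strain wells were the positive control but not used for scaling; some compounds called inactive have numbers as strong as hits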
# Arrestin-AP2 inh: inhibitors of human beta-arrestin and AP2 interaction; FITC-arrestin peptide / GST-AP2 beads, flow cytometry; AP2 beta2 appendage carries R879A mutation; inhibition, % at 10 µM; hit rate 0.31% among 340,000;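 active means inhibition above a set limit, near 3 SD of compounds lacking own fluorescence, cut at about 54% in these data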;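 further: plate controls were DMSO wells for no effect and 5 µM unlabelled arrestin peptide for full effect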
#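 System: GST-AP2 R879A glutathione beads; medium: PBS, Tween 20 0.05%, BSA 0.1%; reagent: fluorescein-tagged arrestin peptide at 50 nM final; schedule: pre-incubation 12 min, peptide binding 1 h, room temperature; detection: flow cytometry, FL1 (488/535 nm); read-out: inhibition as reduced fluorescein signal on beads, percent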
# PKA-R2B act: activators of human PKA-R2B complex; hit rate 0.079% among 340,000; P22694+P31323; activation, % at 11.4 µM; PKA-R2B holoenzyme dissociation, Cy5-IP20 fluorescence polarization; R2B truncated from residue 108, S112A mutant; 0% DMSO only, 100% 113 µM cGMP;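 active means activation above a cutoff set at the mean over all compounds plus 3 SD, cut at about 18% in these data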;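 further: higher means more holoenzyme dissociation and a rise in polarization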
# PKA-R1A act: PKA-R1A complex activation | P00514+P68181 | PKA-R1A dissociation, Cy5-IP20 fluorescence polarization; scaled: DMSO 0%, 113 µM cGMP 100% | activation, % at 11.4 µM | hit rate 0.083% among 340,000;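 active means percent activation above the mean of all tested compounds plus 3 SD, cut at about 19% in these data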;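 further: higher means more PKAc released from R1A so a rise in polarization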
# CDK5 p35 inh: CDK5/p35 (human) kinase inhibition; hit rate 0.01% among 330,000; Recombinant CDK5/p35, ADP-Glo luminescence, 60 min; inhibition, % at 10 µM;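 active means highest replicate inhibition of at least 50% and at least 75% of replicates reaching 50%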;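 further: plate controls were DMSO neutral control for no effect and GW8510 at 10 µM for full effect; many of its hits are not listed in these tables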
# dFosB activator: enhances mouse delta FosB homodimer DNA binding. purified delta FosB, TAMRA-CDK5 oligo fluorescence polarization; percent of positive-control signal above neutral wells. activation, % at 25 µM. hit rate 0.99% among 340,000;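 active means mean activation above about 17%, with every replicate also reaching it, limit read from the data, passing the limit was not always enough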;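 further: fluorescence polarization rise as delta FosB binds a TAMRA Cdk5 AP-1 oligo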
# * hit, by the source's call; / = not tested or not shown; + = active, no number.
Structure,SR-BI uptake up,Pemphigus Ab inh,NSD2 inh,MITF TRPM1 HTS,SR-BI DiI inh,SUMO Mot1 rescue,Arrestin-AP2 inh,PKA-R2B act,PKA-R1A act,CDK5 p35 inh,dFosB activator
Cc1noc(C)c1CSc1nnc2scc(-c3ccccc3)n12,-6,/,1,/,6,-2,25,4,-11,0.1,3
CC(C)(C)NC(=O)Nc1ccc(F)c(Cl)c1,3,106,-2,-8,-3,-6,-7,7,5,0.9,-3
COc1ccc(-c2nc(CS(=O)CC(=O)NC3CCCCC3C)c(C)o2)cc1OC (configuration not stated),-20,96,6,-11,20,162,-13,0,1,-0.4,-6
Cc1csc(NC(=O)CSc2nnc(CCNC(=O)c3cccs3)n2C)n1,-12,97,-5,3,12,-3,21,-7,10,-2.4,-1
CCOc1ccc(N2CC(C(=O)Nc3cc(C)on3)CC2=O)cc1 (configuration not stated),16,87,-2,-5,-16,-7,-7,-8,-12,0.3,4
CC(=O)Nc1ccc(C(=O)N2CC(=O)NC(=O)C2)cc1,14,/,-2,15,-14,-3,-2,-12,-14,2.2,-2
COC(=O)c1ccccc1NC(=O)CN1CCC(NC(=O)c2ccc(C)cc2)CC1,-49,81,0,-12,49,-8,12,-8,-3,0.5,-4
N#Cc1cccc(S(=O)(=O)N2CCN(c3ccnc4cc(Cl)ccc34)CC2)c1,25,115,34,11,-25,7,-8,5,1,0.2,2
CCOC(=O)C1(Cc2ccccc2)CCCN(C(=O)c2ccc(-n3ccnc3)cc2)C1 (configuration not stated),7,111,3,41,-7,1,-3,-7,4,-0.5,-8
Cc1ccccc1NC(=O)c1c2c(nc3ccccc13)CCC2,-14,98,-4,-4,14,12,12,13,-5,-1.6,-8
CCOc1ccc(-n2c(SCC(=O)NCc3ccco3)nc3c([nH]c4ccccc43)c2=O)cc1,-2,85,1,-14,2,7,10,4,2,-3.1,-1
O=C(CNS(=O)(=O)c1ccc(F)cc1)N1CCN(c2ccccc2)CC1,7,100,-3,1,-7,1,7,9,-4,1.5,0
CC1=Nc2cc(C(=O)N3CCCC3)ccc2Sc2c(C)ccc(C)c21,10,114,/,-11,-10,-5,29,-6,4,-0.7,-9
COc1c(C)cccc1C(=O)Nc1ccc(OCC(=O)N2CCOCC2)cc1C,2,106,-2,-7,-2,-26,-11,5,-10,0.3,2
CCOC(=O)Cc1csc(NC(=O)Nc2ccc(C)cc2)n1,-16,99,-3,-4,16,-5,21,-16,2,0.1,0
COc1ccccc1NC(=S)NC(C)=O,11,101,-5,-9,-11,15,17,9,4,-0.5,3
COc1ccc(CCN(C)CC(O)c2ccccc2)cc1OC (configuration not stated),35,106,23,1,-35,/,-6,-4,-4,1.0,2
Cn1c(=O)c2c(nc(N/N=C/c3ccc(OC(=O)c4ccco4)cc3)n2Cc2ccccc2Cl)n(C)c1=O,7,111,0,-3,-7,+,-1,9,6,-4.3,-6
O=C(NCc1ccccc1CN1CCCC1)c1cc2ccccc2o1,5,169,1,/,-5,-17,9,0,4,-1.6,-9
CCOC(=O)c1c(C)[nH]c(C(=O)COC(=O)c2ccc(N3CCCC3=O)cc2)c1C,63*,/,-1,/,-63,-24,25,-1,-2,-3.1,-2
COc1ccc(C(C)=O)cc1CSc1nc2nc(C)cc(C)n2n1,-11,118,1,-6,11,3,12,-5,-8,0.5,-20
Cc1cc(=O)n2nc(N3CCCC(C(=O)NCc4ccc(F)cc4)C3)sc2n1 (configuration not stated),9,/,-4,-6,-9,2,26,-3,7,-0.4,-7
CC(=O)N1N=C(c2ccc(C)o2)CC1c1ccc(Br)cc1 (configuration not stated),-8,110,2,69,8,-10,2,-12,1,-0.5,-1
O=C(O)CCCn1cc(NC(=O)COc2ccccc2F)cn1,/,113,0,-5,/,1,3,-2,8,-1.5,-4
Cc1ccc(-c2c[n+](CC(=O)N3c4ccccc4Sc4ccccc43)c3n2CCC3)cc1,26,128,9,-20,-26,155,4,-5,-8,-1.2,-10

# For convenience, part of the list above.
Structure,SR-BI uptake up,Pemphigus Ab inh,NSD2 inh,MITF TRPM1 HTS,SR-BI DiI inh,SUMO Mot1 rescue,Arrestin-AP2 inh,PKA-R2B act,PKA-R1A act,CDK5 p35 inh,dFosB activator
O=C(O)CCCn1cc(NC(=O)COc2ccccc2F)cn1,/,113,0,-5,/,1,3,-2,8,-1.5,-4
Cc1ccc(-c2c[n+](CC(=O)N3c4ccccc4Sc4ccccc43)c3n2CCC3)cc1,26,128,9,-20,-26,155,4,-5,-8,-1.2,-10

# (further entries)
Structure,SR-BI uptake up,Pemphigus Ab inh,NSD2 inh,MITF TRPM1 HTS,SR-BI DiI inh,SUMO Mot1 rescue,Arrestin-AP2 inh,PKA-R2B act,PKA-R1A act,CDK5 p35 inh,dFosB activator
COc1cc2[nH]c(=O)n(CCCCCC(=O)N3CCN(c4ccccn4)CC3)c(=O)c2cc1OC,14,98,-1,/,-14,-16,22,-8,-2,0.5,-9
CC1=NN(S(=O)(=O)c2ccc(Cl)cc2Cl)C(=O)c2ccccc2O1,/,95,-4,-4,/,-3,-1,-11,-9,1.8,-6
CNC(=O)c1nc(C)c(C2(C)CC(c3cccc([N+](=O)[O-])c3)=NO2)s1 (configuration not stated),7,110,/,-6,-7,-7,5,-9,-12,0.1,6
CS(=O)(=O)N1CCN(S(=O)(=O)c2ccccc2[N+](=O)[O-])CC1,28,97,-3,-3,-28,6,37,1,2,-0.8,3
O=C1OC(Nc2ccc(F)cc2F)c2ccccc21 (configuration not stated),-14,88,11,/,14,155,12,-4,-3,1.0,2
Cc1cc(OC(=O)c2c(F)cc(F)cc2F)nc(C)n1,16,96,-1,-7,-16,9,38,-7,3,-0.7,4
CCOc1ccc(C(=O)O/N=C(\N)c2ccccn2)cc1OCC,-15,104,-3,46,15,8,-9,-2,2,-0.4,-14
O=C(Cn1nnc2ccccc2c1=O)N1CCOCC1,16,105,-3,2,-16,1,4,-3,5,2.5,-4
COCCSc1ccccc1C(=O)Nc1cc(C)cc(C)c1,-24,99,0,3,24,261,14,-5,3,-1.6,-8
CCOC(=O)N1CCN(CC(=O)Nc2nc3ccc(OC)cc3s2)CC1,6,104,1,/,-6,-10,-3,-4,-2,-0.3,-2
CCc1oc2c(C)c(O)ccc2c(=O)c1-c1ccc2ccccc2n1,-3,99,-8,-10,3,3,16,-4,2,-1.5,-7
Cc1ccc(-n2c(CNc3ccc(F)cc3)nnc2SCC(=O)N2CCOCC2)cc1,9,105,2,12,-9,-2,2,-1,-11,0.3,-12
CCOCCOC(=O)c1cccc(NC(=O)OCC)c1,-24,98,-1,12,24,5,-6,3,2,-2.1,-2
CCn1nnc(-c2ccccc2NS(=O)(=O)c2ccc(S(=O)(=O)N3CCCCCC3)cc2)n1,7,106,-2,-9,-7,31,-8,1,7,3.4,-7
CCOC(=O)c1ccccc1NC1CC(=O)N(c2ccccc2C)C1=O (configuration not stated),1,96,3,0,-1,3,7,-10,6,-1.2,-5
COCCN(C(=O)CSc1nnc(C)n1Cc1ccccc1)c1c(N)n(Cc2ccccc2)c(=O)[nH]c1=O,1,103,-6,9,-1,187,-1,12,-3,1.2,-2
COC(=O)C(NS(=O)(=O)c1cccc(S(=O)(=O)NC(C(=O)OC)c2ccccc2)c1)c1ccccc1 (configuration not stated),-5,100,/,1,5,13,-6,1,-1,-1.4,1
COc1ccc(CCNC(=O)CN2C(=O)c3ccccc3C2=O)cc1,3,101,/,7,-3,16,19,-6,-7,2.0,-5
Oc1ccc(Nc2ncnc3c2oc2ccccc23)cc1,-20,349,-3,26,20,-2,6,2,0,4.3,-2
O=C(Nc1ccnn1C1CCN(C/C=C/c2ccccc2)CC1)c1ccccc1Cl,-2,104,-3,4,2,17,5,-1,-10,-1.6,-2
CCC(CC)C(=O)c1c[nH]c(C(=O)NCC2CCCO2)c1 (configuration not stated),49,101,-1,9,-49,3,8,4,-9,2.3,-8
O=C(c1ccc(OC2CCN(Cc3ccccc3C(F)(F)F)CC2)cc1)N1CCCCC1,-51,97,-1,-30,51,2,-12,4,5,-0.8,-13
O=C(O)c1cccc(NC(=S)NC(NC(=O)c2cccc([N+](=O)[O-])c2)C(Cl)(Cl)Cl)c1 (configuration not stated),/,88,4,-24,/,-20,-7,-2,6,0.3,-5
COc1ccc(-n2nc(C(=O)NCC(=O)N(C)Cc3ccccc3)c3ccccc3c2=O)cc1,-4,98,2,3,4,-10,0,-5,1,1.6,-30
O=C(CSc1nnc(-c2ccccc2)o1)Nn1cnnc1,-7,97,1,-3,7,-5,2,-6,-12,-2.2,0
O=C(O)CC/C(=N\Nc1ccccc1[N+](=O)[O-])c1cccs1,-14,100,/,-6,14,16,-5,1,-1,-3.9,-1
CCOC(=O)/C(C#N)=C\C1=C(N2CCCC2)CC(C)(C)OC1,35,/,1,-13,-35,9,-7,-1,-2,0.8,-6
Cc1[nH]c2ccc(C(=O)OCC(=O)NC3(C#N)CCCCC3)cc2c1C,-15,103,1,11,15,-10,28,-4,6,-1.3,-7
Cc1ccc2[nH]c(-c3cccc(F)c3)cc(=O)c2c1,17,101,/,-10,-17,3,29,-4,4,-1.1,3
Cc1ccc(NC(=O)C(C)NC(=O)OCc2ccccc2)cc1C (configuration not stated),/,96,/,-7,/,124,6,8,2,-1.9,-5
COc1ccccc1C(=O)Nc1ccc(NC(=O)C2CCCCC2)nc1,-9,96,1,25,9,-25,-4,8,4,1.8,-16
Cc1cc(C)n(C(C)Sc2ccccc2)n1 (configuration not stated),-3,103,/,0,3,-15,8,-4,-13,-2.3,2
CCOC(=O)C1NN=C(C(=O)c2ccccc2)C1c1ccccc1 (configuration not stated),13,90,-2,9,-13,27,-3,0,6,-0.1,4
CCCc1ccc(-c2cc(N)n[nH]2)cc1,7,100,1,/,-7,18,10,-4,-15,-1.5,-13
Cc1cnc(NC(=O)c2cncc(Br)c2)s1,3,88,-1,5,-3,0,-12,-2,1,-4.6,1
O=C1N(CN2CCOCC2)c2ccccc2C12OCC(CCl)O2 (configuration not stated),12,97,0,-4,-12,-5,-14,-16,3,-0.1,-5
CC(C)=NNc1nc2c(c(=O)[nH]c(=O)n2C)n1CCc1ccccc1,-16,103,5,-7,16,-4,8,/,/,2.7,-2
